Screening data: PubChem BioAssay, several laboratories
ERa SRC1 pot: enhances coactivator binding to human estrogen receptor alpha; P03372; coactivator binding (% of control), % at 25.6 µM; 1.3% of 86,000 active; AID 639; TR-FRET ERalpha-LBD/SRC-Cy5 coactivator binding, 2 h; 100 = basal binding, no effect; in the data active = activity above about 200%;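 note: binding measured in presence of low estradiol as agonist stimulus; 0% = peptide alone without receptor and 100% = receptor with peptide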
Target sequence (P03372 whole entry, looked up, the tested form may be a part): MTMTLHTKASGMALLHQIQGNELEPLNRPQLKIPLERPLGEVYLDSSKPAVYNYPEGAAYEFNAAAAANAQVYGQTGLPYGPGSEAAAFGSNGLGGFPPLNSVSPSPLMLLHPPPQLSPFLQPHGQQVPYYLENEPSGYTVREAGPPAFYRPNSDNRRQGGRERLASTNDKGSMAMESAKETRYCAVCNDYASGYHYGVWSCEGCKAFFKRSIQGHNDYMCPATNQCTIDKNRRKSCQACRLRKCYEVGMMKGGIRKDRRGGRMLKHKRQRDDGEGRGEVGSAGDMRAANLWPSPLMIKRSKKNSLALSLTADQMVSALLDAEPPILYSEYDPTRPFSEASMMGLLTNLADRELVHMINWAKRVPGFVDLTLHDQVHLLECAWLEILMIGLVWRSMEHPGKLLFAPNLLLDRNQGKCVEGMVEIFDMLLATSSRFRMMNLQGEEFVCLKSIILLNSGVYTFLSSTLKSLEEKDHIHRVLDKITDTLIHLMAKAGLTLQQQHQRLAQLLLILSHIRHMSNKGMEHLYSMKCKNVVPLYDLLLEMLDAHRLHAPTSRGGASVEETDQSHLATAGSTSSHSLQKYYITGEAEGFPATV
sEH act: soluble epoxide hydrolase (human) activation. P34913. purified human sEH enzymatic activity, activator screen. activation, % at 2 µM. 0.04% of 91,000 active; in the data active = activation above about 37%; note: values of inactives mirror those of a sister screen read the other way
ERb coact inh: blocks coactivator binding to human estrogen receptor beta; TR-FRET ER-beta LBD / SRC1-Cy5 peptide binding; receptor agonist-loaded with 1 µM estradiol; Q92731; inhibition, % at 25.6 µM; 1.3% of 86,000 active;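 active = compounds whose percent inhibition of the receptor-coactivator binding signal exceeds about 50% in the single-dose screen, limit read from the data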;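 note: 0% = receptor plus peptide wells without compound and 100% = peptide-only wells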
sEH inh: soluble epoxide hydrolase (human) inhibition; P34913; recombinant human sEH enzymatic activity assay; inhibition, % at 2 µM; 0.34% of 91,000 active; AID 707; in the data active = inhibition above about 80%; note: values of inactives mirror those of a sister screen read the other way; many of its hits are not listed in these tables
Candida biofilm: kills Candida albicans biofilms. C. albicans biofilm + clotrimazole, Alamar Blue. inhibition, % at 6 µM. 0.14% of 85,000 active. AID 834;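 active = inhibition above 20%; inactive = inhibition below 20%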;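 note: preformed 24 hr biofilms exposed to compound for 48 hr; 0% = biofilm without compound and 100% = blank killed by clotrimazole plus chlorhexidine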
MT1-MMP txn act: MT1-MMP promoter transcription activation. HT1080 MT1-MMP promoter luciferase reporter, luminescence, overnight; hits give high values. activation factor at 10 µM. 0.16% of 86,000 active;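 active = activation factor of at least 2 for MT1-MMP transcription at 10 µM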
CD11b adhes inh: CD11b/CD18-fibrinogen binding inhibition; P05107+P11215; K562 CD11b/CD18 adhesion to fibrinogen, ATPlite luminescence; Mn2+ added to activate the integrin; inhibition, % at 10 µM; 0.54% of 93,000 active; AID 1497;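 active = primary inhibition of 50% or more at 10 µM, then 40% or more on retest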; note: some results filed as inactive read as strong as hits
Smad3 inh: blocks human Smad3 binding to FoxH1 peptide | P84022 | TR-FRET Smad3/Dy647-FoxH1 peptide binding, europium anti-His | inhibition, % at 25 µM | 0.29% of 88,000 active;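 active = compounds that reduce the energy-transfer binding signal between the protein and its labelled peptide by more than half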;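 note: 0% = Smad3 plus labelled peptide maximal FRET and 100% = peptide-only background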
Target sequence (P84022 whole entry, looked up): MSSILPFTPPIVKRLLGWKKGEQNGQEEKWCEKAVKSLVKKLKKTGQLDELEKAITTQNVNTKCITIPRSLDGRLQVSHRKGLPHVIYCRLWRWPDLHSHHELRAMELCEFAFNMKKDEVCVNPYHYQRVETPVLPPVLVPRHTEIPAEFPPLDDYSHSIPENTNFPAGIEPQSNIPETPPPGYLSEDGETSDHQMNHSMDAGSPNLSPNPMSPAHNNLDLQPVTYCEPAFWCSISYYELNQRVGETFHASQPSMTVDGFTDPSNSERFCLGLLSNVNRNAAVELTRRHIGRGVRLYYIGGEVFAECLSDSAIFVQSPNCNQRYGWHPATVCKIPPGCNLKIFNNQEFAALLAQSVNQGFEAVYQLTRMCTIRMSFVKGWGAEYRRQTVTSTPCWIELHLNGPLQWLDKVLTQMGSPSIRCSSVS
Mac1 fbg enh: increases human CD11b/CD18 adhesion to fibrinogen; P05107+P11215; K562 CD11b/CD18 adhesion to fibrinogen, ATPlite luminescence; activation, % at 10 µM; 0.07% of 93,000 active;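 active = 10 µM primary screen giving 50% or more activity, confirmed by 40% or more on retest at that dose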; note: strong numbers were not always called active; reference of the scale not given here
* hit, by the source's call; nt = not tested or not shown; [ ] = remark or other dose. Some of the compounds tested, so the mix of outcomes need not match the whole.

SMILES	ERa SRC1 pot	sEH act	ERb coact inh	sEH inh	Candida biofilm	MT1-MMP txn act	CD11b adhes inh	Smad3 inh	Mac1 fbg enh
CC(=NCCCn1ccnc1)c1c(-c2ccccc2)[nH]n(-c2nc3ccccc3s2)c1=O	74[fluorescence artefact?]	10	-7	-12	-4	1.1	0	14	4
COC(=O)c1ccccc1NC(=O)Cn1cc2c(n1)CCC(C)C2 (stereo unspecified)	122	nt	-5	nt	6	0.9	-3	4	3
CS(=O)(=O)N(Cc1ccco1)CC(O)Cn1c2ccccc2c2ccccc21 (stereo unspecified)	nt	3	nt	-5	nt	1.1	-12	nt	1
Cc1ccc(C)c(NC(=O)C2CC(O)CN2C(=O)OCc2ccccc2)c1 (stereo unspecified)	120	1	-7	-1	10	1.1	-6	-2	0
COc1ccc(NC(=O)CC2Oc3ccc(C)cc3NC2=O)cc1 (stereo unspecified)	86[fluorescence artefact?]	nt	-2	nt	16	1.1	-4	-11	-1
CN(C)c1nccc(Nc2ccccc2)c1C#N	126	-4	-12	7	8	1.1	14	-10	-2
COC(=O)COc1ccc(S(=O)(=O)Nc2ccc(C(N)=O)cc2)cc1C	96	1	-5	-2	3	1	6	2	-5
CCn1cnc2sc(C(=O)N3CCN(c4ccc(OC)cc4)CC3)c(C)c2c1=O	109[fluorescence artefact?]	19	0	-18	2	1	nt	2	nt
CCN(CC)S(=O)(=O)c1cc(C(=O)Nc2ccncc2)ccc1Cl	111	-14	6	14	7	1	nt	5	nt
CCCn1c(NCc2cccs2)nc2ccccc21	99	-7	3	7	5	1	1	5	-2
COCCSc1nnc(NC(=O)CSCc2ccccc2)s1	85	-5	19[fluorescence artefact?]	2	9	1.3	-12	-5	0
Cc1ccc(-n2nnnc2SCc2nnc(-c3ccccc3Br)o2)c(C)c1	88[fluorescence artefact?]	nt	4	nt	1	1.1	45	-3	1
O=C1C(=O)N(Cc2cccnc2)C(c2ccccn2)/C1=C(/O)c1ccc(Br)cc1 (stereo unspecified)	104	nt	2	nt	-4	1	9	3	-2
O=C(c1coc2ccccc2c1=O)N1CCN(c2cccc(C(F)(F)F)c2)CC1	94[fluorescence artefact?]	6	14[fluorescence artefact?]	-4	0	1	nt	-3	nt
CCn1nnnc1SCC(=O)NNC(=O)C1CCCCC1	nt	-2	nt	3	nt	nt	-3	nt	-3
O=C(CCSc1ccccc1)Nc1nccs1	99	-9	-7	7	-3	1.1	0	-3	0
Cc1ccc(-n2c3c(cc(C(=O)NC4CCSC4=O)c2=O)C(=O)CC(C)(C)C3)cc1 (stereo unspecified)	103	-1	-6	2	2	1.2	-4	15	-1
COC(=O)c1[nH]c2cc(OC)ccc2c1NC(=O)CCN1CCN(c2cccc(C)c2C)CC1	126	6	2[fluorescence artefact?]	-7	1	1.1	4	7	-2
CN(C)c1ccc(NC(=O)CN2CCC(C(=O)c3ccc(F)cc3)CC2)cc1	111[fluorescence artefact?]	-17	19	16	8	1.1	10	12	3
CCOC(=O)COn1c(=O)c(-c2ccco2)[n+]([O-])c2ccccc21	nt	13	nt	-12	nt	1.2	-5	nt	-3
C/C(=C\c1ccccc1)CN1CCC(C(=O)N2CCC(C)CC2)CC1	108[fluorescence artefact?]	-6	-6	6	9	1.1	nt	-3	nt
Cc1ccc(C(=O)C2(C)C3c4cc(Br)ccc4OC(=O)C32C(=O)c2ccco2)cc1 (stereo unspecified)	91	17	-3	-15	1	1	nt	16	nt
O=C(N/N=C/c1ccc(OC2CSC2)cc1)c1ccccc1	nt	-21	nt	21	nt	nt	-1	nt	0
Cc1ccc(N2CCN(CC(=O)Nc3c(C(=O)C4CC4)oc4ccccc34)CC2)cc1	nt	-1	nt	5	nt	nt	0	nt	0

Entries above containing a furan ring, fused or not, in the order listed:
SMILES	ERa SRC1 pot	sEH act	ERb coact inh	sEH inh	Candida biofilm	MT1-MMP txn act	CD11b adhes inh	Smad3 inh	Mac1 fbg enh
CS(=O)(=O)N(Cc1ccco1)CC(O)Cn1c2ccccc2c2ccccc21 (stereo unspecified)	nt	3	nt	-5	nt	1.1	-12	nt	1
CCOC(=O)COn1c(=O)c(-c2ccco2)[n+]([O-])c2ccccc21	nt	13	nt	-12	nt	1.2	-5	nt	-3
Cc1ccc(C(=O)C2(C)C3c4cc(Br)ccc4OC(=O)C32C(=O)c2ccco2)cc1 (stereo unspecified)	91	17	-3	-15	1	1	nt	16	nt
Cc1ccc(N2CCN(CC(=O)Nc3c(C(=O)C4CC4)oc4ccccc34)CC2)cc1	nt	-1	nt	5	nt	nt	0	nt	0

The listing picks up; the seven compounds before the break are reprinted first.
SMILES	ERa SRC1 pot	sEH act	ERb coact inh	sEH inh	Candida biofilm	MT1-MMP txn act	CD11b adhes inh	Smad3 inh	Mac1 fbg enh
COC(=O)c1[nH]c2cc(OC)ccc2c1NC(=O)CCN1CCN(c2cccc(C)c2C)CC1	126	6	2[fluorescence artefact?]	-7	1	1.1	4	7	-2
CN(C)c1ccc(NC(=O)CN2CCC(C(=O)c3ccc(F)cc3)CC2)cc1	111[fluorescence artefact?]	-17	19	16	8	1.1	10	12	3
CCOC(=O)COn1c(=O)c(-c2ccco2)[n+]([O-])c2ccccc21	nt	13	nt	-12	nt	1.2	-5	nt	-3
C/C(=C\c1ccccc1)CN1CCC(C(=O)N2CCC(C)CC2)CC1	108[fluorescence artefact?]	-6	-6	6	9	1.1	nt	-3	nt
Cc1ccc(C(=O)C2(C)C3c4cc(Br)ccc4OC(=O)C32C(=O)c2ccco2)cc1 (stereo unspecified)	91	17	-3	-15	1	1	nt	16	nt
O=C(N/N=C/c1ccc(OC2CSC2)cc1)c1ccccc1	nt	-21	nt	21	nt	nt	-1	nt	0
Cc1ccc(N2CCN(CC(=O)Nc3c(C(=O)C4CC4)oc4ccccc34)CC2)cc1	nt	-1	nt	5	nt	nt	0	nt	0
O=S(=O)(NCC1CCCO1)c1cc(Cl)ccc1Br (stereo unspecified)	94	7	4	-11	0	1.1	-19	-8	-1
Clc1ccccc1Cn1nnc2c(N3CCOCC3)nc(C3CC3)nc21	119	-8	-5	8	8	1.1	nt	22	nt
Cc1ccc(CN2CCN(c3ccccn3)CC2)s1	96	20	-17	-24	3	1.2	2	1	-4
Cc1c(C(=O)N2CCCc3ccccc32)oc2ccc(S(=O)(=O)N3CCOCC3)cc12	108	-2	-6	2	-3	0.6	-16	-2	-2
CCC(c1nnnn1Cc1ccccc1)N(Cc1ccco1)Cc1cc2cc(OC)ccc2[nH]c1=O (stereo unspecified)	96	-38	11	37	2	1.2	20	12	-3
O=C(COC(=O)c1cc(S(=O)(=O)NCc2ccccc2)ccc1O)NCc1ccccc1	nt	-4	nt	7	nt	nt	-8	nt	-4
Cc1nn2c(nc1=O)SCC(c1ccccc1)=N2	nt	-9	nt	9	nt	1.3	-6	nt	-6
CC(=O)Nc1ccc(C(=O)CSc2nnc3scc(-c4ccccc4)n23)cc1	232*[fluorescence artefact?]	4	17[fluorescence artefact?]	-3	10	1.1	-4	-368[fluorescence artefact?]	-1
CCn1c(CSc2nnc(-c3ccoc3C)n2C)nc2cc(S(=O)(=O)N(C)C)ccc21	105[fluorescence artefact?]	4	-2	-3	-2	1.2	nt	7	nt
Nc1ccc(N2CCCCCC2)cc1	16[fluorescence artefact?]	-3	93*[fluorescence artefact?]	3	5	1	-8	8	0
O=C(NCc1ccc2c(c1)OCO2)c1cccc([N+](=O)[O-])c1	nt	-22	nt	25	nt	nt	-35	nt	4
O=C(NCc1ccccc1)c1c(F)c(F)c(F)c(F)c1F	123	14	18[fluorescence artefact?]	-15	5	1.1	43	14	-4
O=C(NCCCNC(=O)c1ccco1)c1ccco1	92	nt	-2	nt	12	1.1	-3	3	3
O=C1Nc2ccccc2OC1CC(=O)N1CCN(c2cccc(C(F)(F)F)c2)CC1 (stereo unspecified)	73	11	6	-10	7	1.1	-9	5[fluorescence artefact?]	1
COCCn1c(C)cc(C(=O)CSc2nc(C)cc(C)c2C#N)c1C	98	-7	2	5	nt	1.1	-12	11	1
CCOC(=O)c1ccc2c(c1)N(CC)/C(=C\C=C1/SC(=S)N(CC)C1=O)N2CC	91	-4	8[fluorescence artefact?]	4	-5	1	nt	9	nt
Cc1ccccc1CS(=O)(=O)CCC(=O)N1CCN(c2ccc(N3CCOCC3)nn2)CC1	101	-4	-5	2	2	1	-41	-3	10
Cc1sc2ncnc(N3CCCCC3)c2c1C	109	-13	-1	14	-2	1.1	10	0	-2
O=C1C2C3C=CC(C3)C2C(=O)N1/N=C/c1cc(Br)cc([N+](=O)[O-])c1O (stereo unspecified)	nt	4	nt	-4	nt	nt	57*	nt	-8
CCCc1nc2c(nnn2Cc2ccccc2F)c(=O)[nH]1	89[fluorescence artefact?]	-5	-1[fluorescence artefact?]	5	4	1.2	-8	4	-3
O=C(NCCCCCCNC(=O)N1CCCCCC1)N1CCCCCC1	118	-61	-1	62	-3	nt	2	-12	-1
O=C(O)CCC(=O)c1ccc2c(c1)OCCCO2	86	14	8	-18	5	1.1	0	-6	0
O=C(NCc1cccnc1)c1ccc(CS(=O)(=O)Cc2ccc(Cl)cc2)o1	116	1	-3[fluorescence artefact?]	-4	-6	1	-8	0	-1
CCOC(=O)c1ccc(S(=O)(=O)n2c(CN3CCCCC3)nc3ccccc32)cc1	87	-4	-19	4	1	1	-5	11	1
CCc1nnc(NC(=O)CSc2nnc(CCc3nc4ccccc4[nH]3)n2C)s1	106	-3	3	2	11	1.1	-8	7	-4
Cc1noc(C(=O)N2CCN(c3ccc(F)cc3)CC2)c1Cl	144[fluorescence artefact?]	nt	-4	nt	5	1.1	nt	-20	nt
C=CCNc1nc(N2CCOCC2)nc(N2CCOCC2)n1	91	1	12	2	0	1.3	nt	1	nt
CNC(=O)CN(C1CCCCC1)S(=O)(=O)c1ccc(OC)c(Cl)c1	99	-4	5	6	6	1.1	-7	-2	1
Cc1csc(SCC(=O)Nc2ccccn2)n1	100	-9	3	7	9	nt	1	-2	-1
CCOC(=O)c1cnc2c(C)c(-c3ccccc3)[nH]n2c1=O	nt	-3	nt	5	nt	nt	-7	nt	-3
COC(=O)c1cn(NC(=O)c2cnccn2)c(=O)c2ccccc12	123	nt	4[fluorescence artefact?]	nt	4	1	-3	4	-3
CCc1ccc2[nH]c(=O)c(C3C(C#N)=C(N)Oc4c3ccc3cccnc43)cc2c1 (stereo unspecified)	76[fluorescence artefact?]	-10	50*	11	10	1.1	9	1	19
COc1ccc(NC(=O)CCC(=O)Nc2nnc(C(F)(F)F)s2)c(OC)c1	94	4	-2	-2	7	1.3	-16	20[fluorescence artefact?]	-1
Cc1ccc(C)c(NS(=O)(=O)c2ccc(OCC(=O)NCc3ccco3)cc2)c1	101	1	12[fluorescence artefact?]	1	5	1.1	-11	10	1
Cc1nc2ccccc2nc1SCC(=O)N1CCC(C)CC1	97[fluorescence artefact?]	-2	5	1	5	1.1	nt	21[fluorescence artefact?]	nt
CCOC(=O)c1ccc(NC(=O)CSc2nnc(COc3ccccc3OC)n2C)cc1	114	-12	3[fluorescence artefact?]	10	11	1	-6	7	3
CC(C)(C)c1ccc(OCCn2ccccc2=O)cc1	109	1	3	2	5	1.9	-4	-1	4
